# GLP1R inv ag = inverse agonists of human GLP-1 receptor | Potency, µM (titrated, usually from 38.3 µM), inactives show at the top dose activity change, negative = inhibition, most hits filed as inhibitors | 410,000 compounds, 1.6% hits | AID 624417 | P43220 | HEK293 GLP-1R CRE-luciferase, luminescence, 24 h; GLP-1R form is constitutively active; further: potency means the concentration at half of the fitted maximal effect; on the % scale 0 is the no-effect control and ±100 the full control effect; nearly all actives have a fitted effect of over 55% in size
# Target sequence (P43220 whole entry, looked up): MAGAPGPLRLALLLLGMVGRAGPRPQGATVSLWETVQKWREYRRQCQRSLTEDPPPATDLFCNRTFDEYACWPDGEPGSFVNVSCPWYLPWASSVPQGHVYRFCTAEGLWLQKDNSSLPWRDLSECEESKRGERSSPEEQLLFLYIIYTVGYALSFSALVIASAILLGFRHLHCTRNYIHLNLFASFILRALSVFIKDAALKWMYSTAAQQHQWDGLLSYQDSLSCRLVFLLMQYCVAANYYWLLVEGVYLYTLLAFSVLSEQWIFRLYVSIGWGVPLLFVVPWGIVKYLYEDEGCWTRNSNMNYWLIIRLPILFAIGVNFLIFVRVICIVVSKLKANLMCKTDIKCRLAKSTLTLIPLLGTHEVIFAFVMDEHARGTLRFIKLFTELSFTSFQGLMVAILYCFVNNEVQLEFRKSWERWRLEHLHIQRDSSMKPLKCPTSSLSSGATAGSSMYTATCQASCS
#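 GLP-1R inverse agonism mode: basal reporter luminescence in engineered HEK293 cells measured after one day of compound exposure at 37 deg C, with a 12 min room-temperature detection step.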
# GLP1R cytotox = cytotoxic in the GLP-1 receptor inverse agonist counter-screen; 410,000 compounds, 0.13% hits; AID 624418; HEK293 cAMP-luciferase reporter cells, luminescence, 24 h; Potency, µM (titrated, usually from 38.3 µM), for inactives: top-dose activity change, negative = inhibition, hits mostly inhibitors;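 further: loss of luciferase light is scored as toxicity; potency means the concentration at half of the fitted maximal effect; on the % scale 0 is the no-effect control and ±100 the full control effect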
#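 To flag toxic compounds, the library was rerun on cells for 24 hr at 37 deg C and 5% CO2. Viability-linked luminescence was captured 12 min after adding luciferase detection reagent.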
# D3 ag = activates the human D3 dopamine receptor; 410,000 compounds, 0.58% hits; D3R DiscoveRx beta-arrestin cells, luminescence, 90 min; P35462; max activation, %; AID 652048; in the data active means max activation above about 30%; further: 0% is about no effect; mostly tested at two doses, the higher about 12 µM
# Target sequence (P35462 whole entry, looked up): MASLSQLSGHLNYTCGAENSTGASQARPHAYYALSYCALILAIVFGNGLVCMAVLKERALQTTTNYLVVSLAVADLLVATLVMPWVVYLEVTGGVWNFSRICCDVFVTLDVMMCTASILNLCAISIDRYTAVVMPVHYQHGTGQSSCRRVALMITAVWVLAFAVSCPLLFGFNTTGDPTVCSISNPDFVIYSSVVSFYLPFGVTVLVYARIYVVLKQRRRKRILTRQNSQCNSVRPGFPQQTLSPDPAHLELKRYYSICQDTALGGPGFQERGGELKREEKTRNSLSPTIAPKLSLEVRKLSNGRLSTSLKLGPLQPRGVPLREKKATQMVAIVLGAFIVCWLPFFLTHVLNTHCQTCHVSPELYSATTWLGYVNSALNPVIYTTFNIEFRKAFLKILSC
#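 Agonist-mode cell screen: cells plated at 1500/well and incubated overnight at 37 °C, then exposed to library compounds for 90 min at 37 °C. Detection reagent was added for 30–60 min at room temperature, and luminescence was read.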
# IL-2 act = activators of IL-2; IL-2 activation reporter assay, cell-based qHTS; stimulated with anti-CD3/CD4/CD28 beads; in transgenic mouse T cells; activation, % (series mostly up to about 46 µM); 360,000 compounds, 0.065% hits; AID 652025; in the data active means activation above about 50%; inconclusive means mostly about 30% to 49%; further: 0% is about no effect
#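 Readout is EGFP and DsRed signal by fluorescent plate cytometry after 18 h at 37 degrees C. Transgenic mouse T cells (750/well) received compound for 60 min before bead stimulation (anti-CD3, anti-CD4, anti-CD28); memory T cells served as non-tolerant control.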
# GLP-1R agonist = activates the human GLP-1 receptor. P43220. HEK293 GLP-1R CRE-luciferase, luminescence, 4-6 h; cells express a hypersensitive GLP-1R form. Potency, µM (top dose mostly 45.6 µM), inactives show top-dose activation, usual class: activators. 380,000 compounds, 0.007% hits; further: potency means the concentration at half of the fitted maximal effect; % of control where 0% means no effect
# PLK1 PBD block = PLK1 (human) polo-box domain binding inhibition | P53350 | Plk1 PBD binding of FITC phosphopeptide, fluorescence polarization | Potency, µM, inactives show max response, negative = inhibition, most hits filed as inhibitors | 360,000 compounds, 2.8% hits | AID 720504; further: potency means the concentration at half of the fitted maximal effect; series mostly up to about 57 µM; on the % scale 0 is the no-effect control and ±100 the full control effect; nearly all actives have a fitted effect of over 65% in size
# DRD3 antagonist = antagonists of human D3 dopamine receptor; P35462; D3R cells, DiscoveRx beta-arrestin luminescence, antagonist mode; active compounds read low; max response, negative = inhibition, %; 360,000 compounds, 2.5% hits; AID 652054; in the data active means max response below about -50%; inconclusive means no clear call, values can overlap the other calls; further: on the % scale 0 is the no-effect control and ±100 the full control effect; mostly tested at two doses, the higher about 12 µM
#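 Cells expressing the human receptor were seeded at 1500 cells/well, incubated overnight at 37 degrees C in 5% CO2, then exposed to library compounds with dopamine controls for 90 minutes at 37 degrees C before luminescent detection.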
# PI5P4Ka inh = PI5P4K alpha (human) kinase inhibition. PI5P4Kalpha enzyme, ADP-Glo luminescence, 60 min; active compounds read low. max response, %. 330,000 compounds, 1.2% hits. AID 652105; active means max response of -50% or lower; inconclusive means between -30% and -50%; inactive means -30% or higher; further: value at the top dose of about 77 µM; on the % scale 0 is the no-effect control and ±100 the full control effect
#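 PI5P4Kalpha ADP-Glo assay; 5 microM ATP final; 60 min RT reaction; HEPES pH 7.4/EGTA/CHAPS, 5% DMSO; controls lacking substrate or enzyme; luminescent end-point.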
# WRN inhibitor = inhibitors of human WRN helicase. Q14191. WRN helicase unwinding, fluorescent forked duplex, kinetic. Potency, µM (titrated, usually from 114 µM), inactives show at the highest dose activity change, negative = inhibition, hits mostly inhibitors. 360,000 compounds, 0.46% hits. AID 651768; further: potency means the concentration at half of the fitted maximal effect; on the % scale 0 is the no-effect control and ±100 the full control effect; nearly all actives have a fitted effect of over 55% in size
#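 Kinetic fluorescence helicase assay: unwinding of a quenched forked DNA duplex (100 nM final) with 2 mM ATP final raises red fluorescence (525/598 nm). Compounds sat 15 min at room temperature with 20 nM WRN beforehand.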
# Numbers without * were called inactive; ? = inconclusive; . = not tested or not shown; & = joins results of further samples; [ ] = dose if it differs, or a comment. Unless noted, the call rests on the fitted dose curve; in most records, active means well fitted curve in the direction sought with a large enough effect; inconclusive means small, poorly fitted or top-dose-only effect, or another doubt; inactive means no such curve, though single readings can be large; an effect the other way counts as inactive or inconclusive.
SMILES,GLP1R inv ag,GLP1R cytotox,D3 ag,IL-2 act,GLP-1R agonist,PLK1 PBD block,DRD3 antagonist,PI5P4Ka inh,WRN inhibitor
COc1cccc(NC(=O)CNC(=O)c2ccc(C)cc2)c1,45%[activator],21%,1,0.6,-4%,5%,11,-2,2%
COc1ccc(OC)c(N(C(=O)c2ccco2)C(C(=O)NC2CCCC2)c2ccc(N3CCOCC3)cc2)c1 (stereo not given),27%,4%,16,-0.7,3%,-8%,7,-5,1%
Cc1ccc(C(=O)CN(C(=O)c2ccc(Cl)cc2)N2C(=O)CCC2=O)cc1,?,?,-10,0.3,8%,-9%,-20,-5,3%
COc1ccc(S(=O)(=O)Nc2cc3c(cc2C(C)=O)OCO3)cc1,?,-31%,8,0.5,5%,5%,17,-4,-6%
Cc1cc(C)cc(CC(=O)N2CCC2(C)C(=O)NS(=O)(=O)c2cccc(F)c2)c1 (stereo not given),19%,1%,-3,0.5,-4%,-3%,-15,3,0%
CCC(=O)Nc1ccc(NCc2ccc(-c3ccccc3)cc2)cc1,-18%,3%,3,-0.6,-1%,6%,22,-9,-7%
COc1ccc(CN(C)S(=O)(=O)c2c(C)noc2C)cc1OC,54%[activator],-1%,5,-5.5,25%,2%,?,-8,6%
O=C(COc1ncnc2sccc12)N1CCN(S(=O)(=O)c2ccc(Cl)cc2)CC1,-15%,11%,-7,-0.2,3%,-14%,2,2,11%
CSc1nc(SCCN(C)C)c2c3c(sc2n1)COC(C)(C)C3,?,?,-8,-2.2,?,-7%,?,0,20%
COC(=O)[C@]12CCCCC=C1N(Cc1ccc3c(c1)OCO3)C(=O)[C@H](CC(=O)NCc1ccccc1)C2,-20%,-3%,3,-0.2,.,3%,6,-3,0%
Cc1ccc(-n2c(SCC(N)=O)nc3c([nH]c4ccccc43)c2=O)cc1,-18%&10%,-3%&-9%,-11&-14,-4.2,7%&6%,-12%,?,0,-2%
Cc1c(C(=O)N2CCN(c3ccc(F)cc3)CC2)oc2c1C(=O)CCC2,22%,1%,4,0.6,17%,0%,16,5,-1%
CC(C)c1cc(Cn2c3ccccc3c(=O)n2C(C)C)on1,7%,-4%,8,-0.2,-3%,-8%,9,-8,0%
CCn1cc([N+](=O)[O-])c(C(=O)Nc2c(C)nn(Cc3cccc(F)c3)c2C)n1,6%,-11%,-3,0.3,-7%,-4%,5,-3,-5%
CCCC(CC)Sc1nc2c([nH]1)c(=S)n(C)c(=O)n2C (stereo not given),?,0.89µM*,5,-6.0,3%,-3%,-1,13,-15%
C=C(C)CN1C(=O)C2(OCCO2)c2cc(Br)ccc21,-24%,14%,17,-4.2,21%,-2%,1,-2,-3%
CCC[C@@H]1C=C(C(=O)OCC)[C@H](c2ccccc2)N1S(=O)(=O)c1ccc(C)cc1,?,5%,-5,-1.1,0%,-14%,-6,8,-9%
COc1ccc(S(=O)(=O)N2CCN(C)CC2)cc1Br,8%,-5%,-4,2.3,-4%,-7%,20,0,4%
CC(=O)NC(CC(=O)Nc1nc(-c2ccccc2)c(C(C)=O)s1)c1ccccc1 (stereo not given),1%,-11%,3,-6.1,7%,2%,9,6,-8%
COc1cc(/C=N/n2c(-c3n[nH]c4c3CCC4)n[nH]c2=S)ccc1O,30%[activator],-3%,-5,-2.3,-3%,?,-7,?,1%
NC(=O)N1CCCC1C(=O)Nc1ccc(Cl)c(Cl)c1 (stereo not given),-1%,-12%,0,2.0,-3%,-4%,-18,4,-9%
Cc1ccc(NC(=O)C2CCCN(S(=O)(=O)c3cccnc3)C2)c(C)c1 (stereo not given),-18%,-5%,13,-1.5,-4%,-11%,-2,-1,-2%
COc1ccc(N2C(=O)C(C)(C)C2c2c(O)ccc3ccccc23)cc1 (stereo not given),?,-6%,1,-0.4,7%,-8%,22,0,-2%
CC12CCCCN1CCCc1c2[nH]c2ccccc12 (stereo not given),?,-10%,-9,-0.3,1%,-1%,18,.,-6%
CCN(c1ccccc1)S(=O)(=O)c1ccc(OC)c(NC(=O)c2ccco2)c1,?,-4%,2,-5.2,10%,3%,4,-3,-10%
CCOC(=O)N1CCC(NC(=O)c2ccc3c(c2)N(Cc2ccc(F)cc2)CCS3)CC1,?,-13%,-3,-2.3,2%,-10%,-16,-3,1%
COP(=O)(CC(=O)c1ccccc1)CC(=O)c1ccccc1,-16%,-8%,-3,0.6,5%,-2%,6,3,-6%
C[C@H](CO)N1C[C@H](C)[C@@H](CN(C)C(=O)Nc2ccc3c(c2)OCO3)Oc2c(NC(=O)c3ccncc3)cccc2C1=O,16%,?,-6,-0.5,2%,-26%,12,-4,-1%
Cc1c(Cl)cccc1Nc1nc(NCCO)c2ccccc2n1,2.5µM*,?,-8,-0.5,10%,-7%,0,-3,5%
CCOC(=O)N1CCC(NC(=O)CS(=O)Cc2nc(-c3ccccc3C)oc2C)CC1 (stereo not given),?,0%,3,1.1,-2%,-28%,11,-1,3%
CC1CN(C(=O)COC(=O)c2cccs2)CC(C)O1 (stereo not given),0%,7%,5,-2.1,-4%,-4%,8,-3,-14%
CCC(=O)NC(c1cccs1)c1cc(Cl)c2cccnc2c1O (stereo not given),?,-5%,-4,-2.6,-2%,4%,?,-2,0%
O=C(Cc1cn2ccsc2n1)NCc1ccccc1,-1%,1%,1,-1.9,4%,0%,-2,.,-21%
Cc1cc(C)cc(CSCC(=O)NN=C2CCCCCC2)c1,-6%,-1%,5,4.1,-2%,-6%,7,0,-12%
O=C(Cc1cccs1)NCC1CCCO1 (stereo not given),3%,1%,-5,-1.9,1%,-16%,-18,.,-9%[57.1 µM]
CCOC(=O)c1c[nH]n(-c2ccccc2)c1=O,3%,-7%,2,0.4,0%,-10%,3,-4,3%
O=C(Nc1ccccc1)NC1CS(=O)(=O)CC1O (stereo not given),31%,10%,-6,-2.4,1%,-8%,35,.,6%
O=C(O)c1ccc(-n2ncc3c2/C(=C/c2cccc([N+](=O)[O-])c2)CC3)cc1,63%[activator],0%,-20,1.0,-3%,?,0,-23,-16%
CCCOc1ccc(C(CC(=O)O)NS(=O)(=O)c2ccc(NC(C)=O)cc2)cc1 (stereo not given),16%,-2%,4,2.8,0%,1%,0,-4,1%
COc1cccc(NC(=O)C2C3C=CC(C3)C2C(=O)O)c1 (stereo not given),-23%,3%,-11,1.5,0%,-1%,-1,0,-3%[57.1 µM]
FC(F)(F)c1ccc(N/N=C/c2cccnc2)nc1,-10%,-3%,-5,-3.5,9%,-2%,6,0,-12%
CC(C)NCC(O)COc1ccc(Br)cc1 (stereo not given),?,1%,-3,-0.3,-3%,-5%,13,13,2%[57.1 µM]
CCc1ccc(-n2c(C)n[nH]c2=S)cc1,-2%[7.66 µM],0%[7.66 µM],3,1.6,0%,-7%,1,-4,1%
C[C@@H](C(=O)Nc1ccccc1N1CCOCC1)N1C(=O)C2CCCCC2C1=O (stereo not given in full),2%,3%,-11,0.2,7%,-9%,0,3,-8%
CC(=O)Nc1ccc(C(=S)NCc2ccco2)cc1,22%,1%,7,-1.7,1%,-6%,-29,-1,6%
COc1ccccc1NC(=O)c1[nH]c(C)c(C(C)=O)c1C,34%[activator],84%[activator],4,-0.3,2%,2%,-15,2,-25%
CCOCCCNC(=O)C(NC(=O)c1ccccc1O)c1ccc(C)cc1 (stereo not given),14%,?,-1,0.7,8%,-10%,-11,-5,?
S=c1[nH]nc(-c2ccco2)n1/N=C/c1ccc(Cl)cc1,-20%,?,2,-1.9,-5%,?,-11,-8,-8%
COc1ccc(COc2cc(-c3cccc(OC)c3)nc3ccc(NC(=O)c4ccc(C)cc4)cc23)cc1,?,-11%,0,-0.5,13%,0%,46,-1,1%

# Of the compounds above, 9 contain four or more nitrogen atoms:
SMILES,GLP1R inv ag,GLP1R cytotox,D3 ag,IL-2 act,GLP-1R agonist,PLK1 PBD block,DRD3 antagonist,PI5P4Ka inh,WRN inhibitor
O=C(COc1ncnc2sccc12)N1CCN(S(=O)(=O)c2ccc(Cl)cc2)CC1,-15%,11%,-7,-0.2,3%,-14%,2,2,11%
Cc1ccc(-n2c(SCC(N)=O)nc3c([nH]c4ccccc43)c2=O)cc1,-18%&10%,-3%&-9%,-11&-14,-4.2,7%&6%,-12%,?,0,-2%
CCn1cc([N+](=O)[O-])c(C(=O)Nc2c(C)nn(Cc3cccc(F)c3)c2C)n1,6%,-11%,-3,0.3,-7%,-4%,5,-3,-5%
CCCC(CC)Sc1nc2c([nH]1)c(=S)n(C)c(=O)n2C (stereo not given),?,0.89µM*,5,-6.0,3%,-3%,-1,13,-15%
COc1cc(/C=N/n2c(-c3n[nH]c4c3CCC4)n[nH]c2=S)ccc1O,30%[activator],-3%,-5,-2.3,-3%,?,-7,?,1%
C[C@H](CO)N1C[C@H](C)[C@@H](CN(C)C(=O)Nc2ccc3c(c2)OCO3)Oc2c(NC(=O)c3ccncc3)cccc2C1=O,16%,?,-6,-0.5,2%,-26%,12,-4,-1%
Cc1c(Cl)cccc1Nc1nc(NCCO)c2ccccc2n1,2.5µM*,?,-8,-0.5,10%,-7%,0,-3,5%
FC(F)(F)c1ccc(N/N=C/c2cccnc2)nc1,-10%,-3%,-5,-3.5,9%,-2%,6,0,-12%
S=c1[nH]nc(-c2ccco2)n1/N=C/c1ccc(Cl)cc1,-20%,?,2,-1.9,-5%,?,-11,-8,-8%
